HKDC1 inh: blocks human hexokinase HKDC1 activity | inhibition, % at 20 µM | AID 493160 | Q2TB90 | recombinant HKDC1, G6PDH/diaphorase resazurin coupled fluorescence | 340,000 compounds, 0.16% hits;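 active means inhibition above about 35% when tested at 20 µM, limit read from the data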;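 further: plate controls were DMSO wells with enzyme for no effect and DMSO wells lacking enzyme for full effect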
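Assay system – recombinant HKDC1 (HK5) hexokinase enzyme, produced in-house · Input – HKDC1 at 5 µg/mL · Reagent – glucose plus 1 mM ATP as hexokinase substrates · Timing – 90 min reaction incubation at room temperature, dark · Measured by – G6PDH/diaphorase-coupled fluorescence, 1 mM NADP, 100 µM resazurin, 525/613 nm · Benchmarks – DMSO-enzyme wells negative, buffer-substituted wells positive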
SENP1 FRET inh: inhibitors of human SENP1 SUMO protease catalytic domain. recombinant SENP1 catalytic domain, CyPet-SUMO1-YPet FRET cleavage. inhibition, % at 10 µM. 360,000 compounds, 0.21% hits. AID 624204;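 active means inhibition at least 30% at 10 µM, raw YFP signal under a set limit, fluorescence ratio 0.5 to 1.5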;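 further: 0% = enzyme with DMSO and 100% = no enzyme wells; some results filed as inactive read as strong as hits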
Target sequence (Q9P0U3 419-644 limits assumed): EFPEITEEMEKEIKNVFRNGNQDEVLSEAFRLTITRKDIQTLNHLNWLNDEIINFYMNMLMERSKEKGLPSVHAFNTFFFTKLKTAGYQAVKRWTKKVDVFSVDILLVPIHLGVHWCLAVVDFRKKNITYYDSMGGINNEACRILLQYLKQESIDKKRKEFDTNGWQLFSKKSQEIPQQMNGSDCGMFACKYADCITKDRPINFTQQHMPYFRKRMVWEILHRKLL
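System: Recombinant human SENP1 catalytic domain, His6-tagged | Incubation: Enzyme reaction for 50 min at room temperature, dark | Medium: Tris pH 8 with BME, BSA, NP40 and catalase | Also added: 25 nM SUMO1 FRET substrate | Compound: 10 µM single point, 0.5% DMSO | Measured by: FRET fluorescence in CFP and YFP emission channels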
SENP6 block: SENP6 protease inhibition. Recombinant SENP6 catalytic domain, aminoluciferin luminescence. 330,000 compounds, 1.8% hits. inhibition, % at 10 µM. Q9GZR1. AID 2599;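 active means inhibition above about 50% at the single tested dose, limit read from the data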;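 further: plate controls were DMSO wells with enzyme for no effect and DMSO wells lacking enzyme for full effect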
SENP8 block-1: inhibitors of human SENP8 protease. recombinant SENP8, Nedd8 substrate fluorescence. inhibition, % at 20 µM. 360,000 compounds, 0.64% hits. AID 602440; in the data active means inhibition mostly above about 40%, no sharp cut-off; inactive means mostly below about 27%
Target sequence (Q96LD8 whole entry, looked up): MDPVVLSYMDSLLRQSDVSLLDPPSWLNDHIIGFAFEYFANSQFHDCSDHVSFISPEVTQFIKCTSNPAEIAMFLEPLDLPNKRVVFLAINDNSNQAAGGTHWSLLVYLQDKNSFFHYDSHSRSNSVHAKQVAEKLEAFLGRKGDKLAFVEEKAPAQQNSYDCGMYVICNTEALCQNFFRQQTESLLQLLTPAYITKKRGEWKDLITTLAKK
SENP8 block-2: blocks the human protease SENP8; inhibition, % at 10 µM; 330,000 compounds, 1.2% hits; AID 2540; purified SENP8, Z-RLRGG-aminoluciferin cleavage, luminescence; Q96LD8; in the data active means inhibition above about 50%
UBC13 inh: blocks human UBC13 polyubiquitin chain formation; TR-FRET; inhibition, % at 20 µM; P61088; 330,000 compounds, 0.47% hits; in the data active means inhibition above about 45%, passing the limit was not always enough
Target sequence (P61088 whole entry, looked up): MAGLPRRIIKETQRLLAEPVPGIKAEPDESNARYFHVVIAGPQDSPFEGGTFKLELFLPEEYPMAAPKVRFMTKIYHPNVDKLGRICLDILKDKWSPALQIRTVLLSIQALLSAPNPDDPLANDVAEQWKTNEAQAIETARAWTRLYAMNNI
SENP7 inh: inhibitors of human SENP7 protease. Q9BQF6. recombinant SENP7, Z-RLRGG-aminoluciferin luminescence, 40 min. inhibition, % at 5 µM. 330,000 compounds, 1.5% hits. AID 434973;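 active means inhibition above about 50% at the single test dose, limit read from the data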;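 further: plate controls were DMSO with enzyme for no effect and no enzyme buffer wells for full effect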
Target sequence (Q9BQF6 706-1050 limits assumed): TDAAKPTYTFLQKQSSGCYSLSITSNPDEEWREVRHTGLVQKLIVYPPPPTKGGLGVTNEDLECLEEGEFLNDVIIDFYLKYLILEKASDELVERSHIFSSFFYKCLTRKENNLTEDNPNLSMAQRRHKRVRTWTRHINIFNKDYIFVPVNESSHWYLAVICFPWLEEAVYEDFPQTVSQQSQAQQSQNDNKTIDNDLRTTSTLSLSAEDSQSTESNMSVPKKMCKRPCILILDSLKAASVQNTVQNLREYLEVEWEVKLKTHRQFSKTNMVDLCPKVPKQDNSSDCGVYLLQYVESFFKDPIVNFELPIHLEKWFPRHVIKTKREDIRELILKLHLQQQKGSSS
beta cell repl: MIN6 beta-cell proliferation induction | 330,000 compounds, 0.29% hits | MIN6 cells proliferation, ATPlite luminescence, 48 h; cells starved in 0.2% serum; 100% = growth in 10% serum | proliferation, % at 10 µM;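 active means compounds whose signal lies at least 3.5 SD above the mean of all wells on their plate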;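 further: 0% = DMSO-treated cells in low-serum medium and 100% = 10% serum control; some compounds called inactive have numbers as strong as hits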
PfGluPho inh: PfG6PD (Plasmodium falciparum) enzyme inhibition; PfGluPho enzyme, NADPH resazurin-diaphorase fluorescence; inhibition, % at 20 µM; 350,000 compounds, 0.78% hits;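 active means inhibition reaching at least a set limit at 20 µM in the primary screen, cut at about 59% in these data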;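 further: 0% = DMSO wells with substrate and 100% = DMSO wells lacking glucose-6-phosphate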
Starred values were filed as active, the others as inactive; i = inactive; nt = no result given.

Order of values: HKDC1 inh	SENP1 FRET inh	SENP6 block	SENP8 block-1	SENP8 block-2	UBC13 inh	SENP7 inh	beta cell repl	PfGluPho inh
1: CCCCN1C=C(C(C)=O)C(=O)CC1
 : -3	-2	nt	22	nt	nt	nt	nt	4
2: COc1ccc(/C=N/Nc2nnc(-c3ccccc3)c(=O)[nH]2)cc1
 : -6	2	-16	-7	-15	-21	0	-6	-1
3: Cc1ccc(NC(=O)COC(=O)CCC(=O)c2cccs2)cc1
 : -1	4	-6	6	-6	10	1	0	18
4: CCCNC(=O)c1ccc(N2CCC3(CC2)CC(c2cccc(Br)c2)=NO3)c(NC(=O)c2ccco2)c1
 : -1	1	-7	-453	3	-17	-4	-6	3
5: Nc1nc(Cn2nnc(-c3ccccc3Cl)n2)nc(N2CCOCC2)n1
 : 2	1	-16	4	-9	-2	-11	-1	4
6: CN(/N=C/c1cccnc1)C1=NS(=O)(=O)c2ccccc21
 : -5	-5	nt	-4	nt	nt	nt	nt	1
7: COc1ccc(OCC(=O)OCC(=O)c2ccc(OC)c(F)c2)cc1
 : 0	2	-14	6	2	-6	5	1	-2
8: O=C(OC(C(=O)Nc1ccc(Cl)cc1C(F)(F)F)c1ccccc1)c1c(Cl)cccc1Cl (stereo not drawn)
 : -1	-3	11	10	3	5	-7	0	24
9: COc1cc(C(=O)NC(C)Cc2cccs2)cc(OC)c1OC (stereo not drawn)
 : -10	1	3	13	0	2	1	1	-12
10: CCOc1ccccc1NC(=O)C1CCC(CNc2c(N3CCCCC3)c(=O)c2=O)CC1 (stereo not drawn)
 : -8	1	-15	22	-6	-10	-5	-3	-8
11: O=C(CN1CCN(S(=O)(=O)c2ccc(Br)cc2)CC1)Nc1ccccc1C(=O)c1ccccc1
 : 4	1	11	22	3	-5	4	0	11
12: CCCC(=O)Nc1nc2ccc(OCC)cc2s1
 : -1	-2	-11	-2	-6	5	-15	-2	-10
13: O=C(N/N=C1\CCc2ccccc21)c1ccccc1Cl
 : -1	5	21	13	-15	-20	-7	-2	-25
14: COC(=O)c1[nH]c2ccccc2c1NC(=O)Oc1ccccc1
 : -4	6	28	i	-13	-3	-13	0	40
15: NNC(=O)Cn1c(SCc2ccccc2)nc2ccccc21
 : -5	1	-3	13	3	0	1	0	13

Additional entries follow.
Order of values: HKDC1 inh	SENP1 FRET inh	SENP6 block	SENP8 block-1	SENP8 block-2	UBC13 inh	SENP7 inh	beta cell repl	PfGluPho inh
16: Cc1ccc(CN2CCSCC2)cc1
 : -6	3	-8	17	-6	-5	-13	3	6
17: COc1ccc(Nc2ccc([N+](=O)[O-])cc2[N+](=O)[O-])cc1
 : -3	4	-5	11	2	-23	-1	-1	-9
18: CC(=O)NCCC(=O)Nc1ccc(C(N)=O)cc1
 : -7	1	-4	32	-1	18	5	1	6
19: Cc1noc(/C=C/c2ccco2)c1S(=O)(=O)N1CCC(C(=O)NCc2ccco2)CC1
 : 0	9	4	-22	-2	-14	1	-1	23
20: COc1ccc(NC(=O)CSc2nnc(Cc3ccc(C)cc3)c(=O)n2N)cc1OC
 : -6	1	-8	11	-4	-2	13	1	-4
21: CCOC(=O)Cn1c(=O)c2c(nc3n2CCCCN3c2ccc(C)cc2)n(C)c1=O
 : -4	0	-3	-11	-2	-4	-3	0	-6
22: CC(=O)Nc1ccc([C@H]2[C@H](C)CC[C@H]3C(=O)N4[C@@H](CC[C@@H](C)[C@@H]4c4ccc(NC(C)=O)cc4)C(=O)N32)cc1
 : nt	nt	4	nt	-13	-3	13	1	nt
23: COC(=O)CCc1c(C)c(C#N)c2nc3ccccc3n2c1N1CCCC1
 : -5	-26	2	-220	6	5	0	0	3
24: S=C(NC1CCCCC1)N1CCN(C/C=C/c2ccccc2)CC1
 : -6	1	-4	19	-6	7	1	0	2
25: CCCCn1c(CCNC(=O)CC)nc2ccccc21
 : -7	1	-27	8	-7	0	6	1	-5
26: C[C@H]1CC[C@@]2(O[C@@H](CCO)C[C@H](O)[C@H]2O)O1
 : -1	0	-18	17	-1	-10	-6	-3	6
27: COc1ccc(N2CCN(C(=O)CCNS(=O)(=O)c3cccs3)CC2)cc1
 : -12	3	3	4	4	0	4	-3	0
28: COc1ccc(C)cc1S(=O)(=O)Nc1cccc(-c2cn3cccnc3n2)c1
 : 0	-3	-9	-334	-5	4	1	0	-10
29: CC1CCCC(NC(=O)CSc2n[nH]c(=O)n2Cc2ccccc2)C1C (stereo not drawn)
 : -4	1	-4	8	-15	0	6	0	2
30: Cc1nnc2sc(-c3cccc(F)c3)nn2c1=O
 : -3	-2	47	16	70*	2	1	-1	-6

Next part:
Order of values: HKDC1 inh	SENP1 FRET inh	SENP6 block	SENP8 block-1	SENP8 block-2	UBC13 inh	SENP7 inh	beta cell repl	PfGluPho inh
31: CC(Sc1nnnn1C1CCCC1)C(=O)Nc1cccc(S(=O)(=O)N2CCOCC2)c1 (stereo not drawn)
 : 2	-1	4	4	5	-1	8	-2	-11
32: O=C(NC(=S)Nc1ccc(CN2CCCCC2)cc1)c1cc2ccccc2o1
 : 5	-2	-14	18	0	30	5	-4	-5
33: NS(=O)(=O)c1ccc(CCNc2ncnc3c2c(-c2ccccc2)cn3-c2ccc(F)cc2)cc1
 : 6	-2	-20	18	-2	11	3	-6	20
34: COC(=O)c1ccc(C(=O)NC2CCSc3ccccc32)cc1 (stereo not drawn)
 : -3	1	-3	22	-13	1	2	3	1
35: CCCn1c(N)c(N(CCOC)C(=O)c2cccc(Cl)c2)c(=O)[nH]c1=O
 : -4	0	-8	7	-2	8	1	1	10
36: OCCCCNc1cccc2ccccc12
 : 15	-7	63*	-309	45	-98	-6	-4	35
37: CCC(C)NC(=O)C1=CCN(S(=O)(=O)c2ccc(C)cc2)CC1 (stereo not drawn)
 : -4	0	-23	21	-5	19	-7	-4	4
38: COc1ccc(CCNC(=O)CCC(=O)N2CCOc3ccc(Cl)cc32)cc1OC
 : -7	2	-16	8	-8	5	-11	2	3
39: COc1ccc(N(CC(=O)N/N=C/c2cccnc2)S(=O)(=O)c2ccc(C)cc2)cc1OC
 : -3	2	4	-6	3	-2	0	-2	4
40: Cc1cc(C)nc(Nc2n[nH]c(-c3ccc(C(C)(C)C)cc3)n2)n1
 : -51	1	5	11	-5	-11	30	-1	-31
41: Cc1cc2c(C)nc(-c3ccccc3)nc2o1
 : 2	0	8	17	-12	7	-4	2	-16
42: Cc1ccc(-c2cn(CCN)c(-c3ccncc3)n2)cc1
 : 5	-1	-2	-156	2	3	4	-4	0
43: COCCOC(=O)/C(C#N)=C/c1cn(Cc2ccccc2)nc1-c1cccnc1
 : 1	1	11	19	0	1	6	0	0
44: CCOC(=O)C1(Cc2ccc(OC)cc2)CCN(C(=O)CN2CCCCC2=O)CC1
 : -8	1	4	8	2	-4	6	-3	-2
45: O=C(O)C1CCCCC1C(=O)Nc1ccc2c(c1)OCCO2 (stereo not drawn)
 : 3	0	-2	13	2	0	6	-2	3

Part of the list above, reformatted:
#2 COc1ccc(/C=N/Nc2nnc(-c3ccccc3)c(=O)[nH]2)cc1
#3 Cc1ccc(NC(=O)COC(=O)CCC(=O)c2cccs2)cc1
#4 CCCNC(=O)c1ccc(N2CCC3(CC2)CC(c2cccc(Br)c2)=NO3)c(NC(=O)c2ccco2)c1
assay / compound | 2 | 3 | 4
HKDC1 inh | -6 | -1 | -1
SENP1 FRET inh | 2 | 4 | 1
SENP6 block | -16 | -6 | -7
SENP8 block-1 | -7 | 6 | -453
SENP8 block-2 | -15 | -6 | 3
UBC13 inh | -21 | 10 | -17
SENP7 inh | 0 | 1 | -4
beta cell repl | -6 | 0 | -6
PfGluPho inh | -1 | 18 | 3

The list continues.
Order of values: HKDC1 inh	SENP1 FRET inh	SENP6 block	SENP8 block-1	SENP8 block-2	UBC13 inh	SENP7 inh	beta cell repl	PfGluPho inh
46: O=C(NC(=S)Nc1cccnc1)c1cccc(Br)c1
 : -4	0	1	2	-6	2	5	-1	-8
47: Cc1cc(NC(=O)CSCC(=O)Nc2nc3ccccc3[nH]2)no1
 : 2	-11	2	-17	2	-1	3	0	3
48: COC(=O)c1ccc(-c2nc(CN3CCN(Cc4cccc(C)c4)CC3)c(C)o2)cc1
 : -2	-20	-9	-48	-11	-10	-13	-5	0
49: CCOC(=O)C1=C(CN2CCN(c3ccc(F)cc3)CC2)NC(=O)NC1c1cccs1 (stereo not drawn)
 : 2	2	-20	14	-7	0	-5	6	8
50: CCOC(=O)C1(CC)NC(c2ccc(OC)cc2OC)C2C(=O)N(C)C(=O)C21 (stereo not drawn)
 : 0	0	3	11	-4	2	-5	-3	0
51: CCC1Oc2ccc(C)cc2N(CC(=O)NCCCN2CCCC2)C1=O (stereo not drawn)
 : -3	-5	-2	19	-3	-6	-11	0	1
52: Cc1cc(C)c(C)c(S(=O)(=O)N2CCN(c3ncnc4ccccc34)CC2)c1C
 : 6	-8	-4	-222	-3	21	7	-8	6
53: C=CCn1c(SCc2ccc(C(=O)NCCO)cc2)nc2ccccc2c1=O
 : 3	0	18	6	7	-1	-2	0	-23
54: CCCN1C(=O)/C(=C/c2ccc(C)o2)SC1=Nc1ccc(OC)cc1
 : -1	-1	-7	33	-1	-9	7	1	5
55: CO/N=C/c1c(-c2ccc(Cl)cc2)nc2cc(C)ccn12
 : -3	1	-30	-440	-3	14	-3	0	13
56: COc1ccc(C(=S)Nc2ccc(N(C)C)cc2)cc1
 : 0	-8	-9	-86	-11	-8	5	-3	1
57: O=C(Nc1ccccc1N1CCOCC1)c1cccc2c(Br)cccc12
 : 0	0	5	2	-7	-4	-2	1	3
58: CCCCCC(=O)N1CC2(CC(c3cccc(NC(=O)CC(c4ccccc4)c4ccccc4)c3)=NO2)C[C@@H]1C(N)=O (stereo partly drawn)
 : 5	0	9	3	-3	9	0	-9	21
59: COc1ccc(C(=S)N2CCN(c3cccc(Cl)c3)CC2)cc1
 : -3	3	-3	20	-5	-3	2	-1	-4
60: Cc1ccc(NS(=O)(=O)c2cc(C(=O)Nc3cccnc3)ccc2C)cc1
 : -3	0	2	6	0	5	1	-2	0
61: CCn1c(C)c(C)c2cc(C(=O)NCCCN3CCCCC3C)ccc21 (stereo not drawn)
 : 4	-15	18	-50	11	17	-1	1	-10
62: O=C(O)C1CC1C(=O)Nc1nc2c(Cl)cccc2s1 (stereo not drawn)
 : -1	1	-11	9	-16	2	-13	-4	-1
